L3MBTL1 inh: inhibitors of human L3MBTL1. Q9Y468. AlphaScreen L3MBTL1–H3K9me1 peptide binding. Potency, µM (top dose mostly 57.1 µM), for inactives: at the highest dose activity, negative = inhibition, usual class: inhibitors. 230,000 compounds, 0.66% hits. AID 485360; note: nearly all actives have a fitted effect of over 60% in size
Target sequence (Q9Y468 whole entry, looked up): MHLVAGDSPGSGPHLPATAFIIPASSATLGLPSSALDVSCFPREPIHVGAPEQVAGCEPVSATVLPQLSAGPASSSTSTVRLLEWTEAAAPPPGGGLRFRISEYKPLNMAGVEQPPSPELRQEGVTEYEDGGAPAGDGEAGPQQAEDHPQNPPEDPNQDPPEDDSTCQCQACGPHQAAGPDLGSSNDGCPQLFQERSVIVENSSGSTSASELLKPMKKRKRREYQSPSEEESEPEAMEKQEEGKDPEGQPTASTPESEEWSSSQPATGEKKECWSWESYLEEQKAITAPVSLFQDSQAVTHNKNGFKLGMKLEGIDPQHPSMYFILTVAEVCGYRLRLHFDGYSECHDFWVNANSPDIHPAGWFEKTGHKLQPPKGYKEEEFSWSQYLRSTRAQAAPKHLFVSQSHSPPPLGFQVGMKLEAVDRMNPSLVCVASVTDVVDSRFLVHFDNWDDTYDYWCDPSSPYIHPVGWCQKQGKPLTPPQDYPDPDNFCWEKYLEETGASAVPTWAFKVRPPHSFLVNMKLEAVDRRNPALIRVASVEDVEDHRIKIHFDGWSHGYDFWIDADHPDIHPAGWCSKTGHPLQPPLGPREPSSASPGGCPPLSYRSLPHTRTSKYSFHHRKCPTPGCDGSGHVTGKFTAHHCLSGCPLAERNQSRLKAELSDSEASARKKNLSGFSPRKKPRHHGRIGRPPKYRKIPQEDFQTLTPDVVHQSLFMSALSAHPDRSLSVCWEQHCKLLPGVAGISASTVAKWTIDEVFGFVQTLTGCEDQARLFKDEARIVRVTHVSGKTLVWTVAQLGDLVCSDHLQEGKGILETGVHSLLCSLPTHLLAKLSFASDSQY
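L3MBTL1 (50 nM) pre-complexed 30 min with biotinylated H3(1-15)K9me1 peptide (75 nM), then compounds added for 30 min at room temperature; AlphaScreen streptavidin donor/nickel chelate acceptor beads (10 ug/mL final) read after 30 min dark incubation.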
GAA glycogen: GAA glycogen-cleavage inhibition or activation; 300,000 compounds, 0.38% hits; recombinant GAA, glycogen substrate, Amplex Red glucose oxidase fluorescence; Potency, µM (highest dose often 76.4 µM), inactives show at the top dose activity change, negative = inhibition, usual class: inhibitors; AID 2100;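 note: 0% = full enzyme reaction and -100% = no-enzyme basal signal; the screen sought inhibitors and activators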
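qHTS, 1536-well; enzyme 4 nM final; cpd up to 77 uM; substrate bovine liver glycogen 30 ug; 50 mM citrate/phosphate pH 5.0, 0.01% Tween-20; 37 C, 40 min; Amplex Red detection 45 min RT; Hill fit → AC50.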
* hit, by the source's call; ? = inconclusive; [ ] = another dose, or the depositor's remark. Calls come from the whole dose curve; as a rule, active = well fitted curve in the direction sought with a large enough effect; inconclusive = small, poorly fitted or top-dose-only effect, or another doubt; inactive = no such curve, though single readings can be large; an effect the other way counts as inactive or inconclusive. Unless noted, % is set by controls: 0 for no effect and ±100 for the full control effect; potency is the fitted concentration of half-maximal effect. Not all compounds are listed; the hit share may differ from the screen's.

SMILES | L3MBTL1 inh | GAA glycogen
O=C(Nc1cccc(F)c1)C1CCN(C(=O)N2CCOc3ccccc32)CC1 | 8% | -8%[76.3 µM]
O=C(NCCc1c[nH]c2ccccc12)c1ccco1 | -3% | 6%[76.3 µM]
COc1ccc(N2CCC(N3CCN(C)C(CCO)C3)CC2)cc1 (stereo unspecified) | 3% | -9%[76.3 µM]
Cc1cc(C)n(CCOc2ccc(Br)cc2)n1 | 14% | 11%[76.3 µM]
CCOc1ccc(/C=C2\SC(=S)N(CCC(=O)Nc3ccc(C(=O)O)cc3)C2=O)cc1 | -3% | -6%[76.3 µM]
COc1cccc(CNC2CCCCCCC2)c1OC | -1% | 16%[76.3 µM]
CS(=O)(=O)N1CCCC(C(=O)Nc2ccccc2C(F)(F)F)C1 (stereo unspecified) | 4% | -10%[76.3 µM]
C=CCOc1ccccc1/C=N/NC(=O)Cc1ccc(C)cc1 | 0% | -7%[76.3 µM]
O=C(Nc1c[nH]c(=O)[nH]c1=O)c1cccc([N+](=O)[O-])c1 | -5% | -10%[76.3 µM]
COc1ccc(-c2cc3c(=O)n(CC(=O)NCc4ccc(F)cc4)ncn3n2)cc1 | 10% | -1%[76.3 µM]
CC(C)(C)Nc1nc(Nc2ccc([N+](=O)[O-])cc2)nc(NC(C)(C)C)n1 | -5% | 15%[76.3 µM]
Cc1ccc(NC(=O)CCc2ccc(C)o2)c(Br)c1 | -6% | 2%[76.3 µM]
O=C(Nc1ccc(Br)cc1)C1CCCC1 | 15% | 3%[76.3 µM]
Cc1cccc(NC(=O)CCN2CCN(C)CC2)c1 | ? | 1%[76.3 µM]
CCOCCn1c(N2CCCC2)nc2c1c(=O)n(C)c(=O)n2C | 0% | -3%[76.3 µM]
CN1CCSc2ccc(C(=O)NCc3cccc(F)c3)cc21 | -2% | -14%[76.3 µM]
COc1ccc(N(CC(=O)NCCSCc2cccc(Cl)c2)S(C)(=O)=O)cc1Cl | -1%[2.29 µM] | -17%[76.3 µM]
Cc1ccc2c(c1)N(C(=O)CCC(=O)N1CCC(C(N)=O)CC1)CCO2 | 4% | 1%[76.3 µM]
COc1cc2c(cc1OC)CN(C(=O)C1CCCN1S(=O)(=O)c1ccc(C)cc1)CC2 (stereo unspecified) | 3% | -9%[76.3 µM]
CCCCc1ccc(NC(=S)N2CCN(c3ccccn3)CC2)cc1 | -2% | 2%[76.3 µM]

The last two records of the part above open the next one:
SMILES | L3MBTL1 inh | GAA glycogen
COc1cc2c(cc1OC)CN(C(=O)C1CCCN1S(=O)(=O)c1ccc(C)cc1)CC2 (stereo unspecified) | 3% | -9%[76.3 µM]
CCCCc1ccc(NC(=S)N2CCN(c3ccccn3)CC2)cc1 | -2% | 2%[76.3 µM]
CC(C)CNC(=S)N(CCO)Cc1cc2cc3c(cc2[nH]c1=O)OCO3 | -4% | 3%[76.3 µM]
O=C(Nc1cccnc1)Nc1cccc([N+](=O)[O-])c1 | 3% | 15%[76.3 µM]
Cc1ccccc1NC(=S)N1CCN(c2ccccc2Cl)CC1 | -2% | -9%[76.3 µM]
CCOC(=O)C1CCCCN1Cc1cccc(OCc2ccccc2)c1 (stereo unspecified) | 17% | 3%[76.3 µM]
CCOC(=O)C1(CCOC)CCN(C(=O)Cc2ccsc2)CC1 | 4% | -10%[76.3 µM]
CCSc1nnc(N2C(=O)c3ccc(C(=O)c4ccc(C(=O)O)cc4)cc3C2=O)s1 | -3% | 9%[76.3 µM]
CNC(=S)N1CCN(c2nc(-c3cccc(OC)c3)cs2)CC1 | -2% | -3%[76.3 µM]
Cc1c(C(c2cccc(Br)c2)c2c(C)n(C)n(-c3ccccc3)c2=O)c(=O)n(-c2ccccc2)n1C | 4% | 0%[76.3 µM]
CC(C)C[C@H](NC(=O)c1nc[nH]c1C(=O)N[C@@H](CCCCNC(=O)OC(C)(C)C)C(=O)OC(C)(C)C)C(=O)OCc1ccccc1 | -6% | -17%[76.3 µM]
CCCCC(C(=O)NC(C)(C)C)N(Cc1ccccc1)C(=O)c1snc(C(N)=O)c1N (stereo unspecified) | 5% | -14%[76.3 µM]
Cc1ccc(C(=O)Nc2ccc3c(c2)OCCO3)c(Cl)c1 | 0% | 1%[76.3 µM]
CCCCC1CN2CCc3c([nH]c4ccccc34)C2(C)C1 (stereo unspecified) | -1% | 0%[76.3 µM]
CCc1ccc(NC(=O)C2=CC(c3ccc(OC)c(OC)c3)=NS(=O)(=O)N2C)cc1 | -13% | -1%[76.3 µM]
COc1ccc2[nH]cc(C(=O)NCCc3ccccc3)c(=O)c2c1 | -6% | 11%[76.3 µM]
COc1ccc(C2(NC(C)=O)CCN(Cc3cccnc3)CC2)cc1 | 4% | 4%[76.3 µM]
CCC(C)[C@H](NC(=O)N1c2ccccc2NC(=O)[C@@H]1C(C)C)C(=O)N[C@@H](Cc1ccccc1)C(=O)O (stereo partly specified) | 4% | 20%[76.3 µM]
Cc1ccc(CN2CCN(Cc3ccc4cccc(F)c4n3)CC2CCO)cc1 (stereo unspecified) | 4% | 7%[76.3 µM]
COc1cccc2cc(C(=O)Nc3cc(Cl)ccc3N3CCOCC3)c(=O)oc12 | 1% | 1%[76.3 µM]
COC(=O)CSc1nnc(COc2ccc3ccccc3c2)o1 | 10% | -10%[76.3 µM]
Cc1cccc(Cl)c1OCCCN1CCOCC1 | 3% | 0%[76.3 µM]

Entries of single compounds, looked up by structure. Values in the order: L3MBTL1 inh, GAA glycogen
Shown for CC(C)CNC(=S)N(CCO)Cc1cc2cc3c(cc2[nH]c1=O)OCO3 → -4%, 3%[76.3 µM]
Shown for CCCCC1CN2CCc3c([nH]c4ccccc34)C2(C)C1 (stereo unspecified) → -1%, 0%[76.3 µM]
Shown for CCOC(=O)C1(CCOC)CCN(C(=O)Cc2ccsc2)CC1 → 4%, -10%[76.3 µM]

Exported with each value named: entries from further up.
canonical_smiles: CCc1ccc(NC(=O)C2=CC(c3ccc(OC)c(OC)c3)=NS(=O)(=O)N2C)cc1
- L3MBTL1 inh: -13%
- GAA glycogen: -1%[76.3 µM]
canonical_smiles: Cc1ccc(C(=O)Nc2ccc3c(c2)OCCO3)c(Cl)c1
- L3MBTL1 inh: 0%
- GAA glycogen: 1%[76.3 µM]
canonical_smiles: CCCCC(C(=O)NC(C)(C)C)N(Cc1ccccc1)C(=O)c1snc(C(N)=O)c1N (stereo unspecified)
- L3MBTL1 inh: 5%
- GAA glycogen: -14%[76.3 µM]

Going on with the list.
SMILES | L3MBTL1 inh | GAA glycogen
CCC1COCCS(=O)(=O)N1Cc1ccc(Cl)cc1 (stereo unspecified) | 3% | 4%[76.3 µM]
CC(NC(=O)C12CC3CC(C)(CC(C)(C3)C1)C2)c1ccncc1 (stereo unspecified) | -5% | 2%[76.3 µM]
O=C(Nc1ccccc1Cl)c1cc(=O)c2ccccc2o1 | -4%[2.29 µM] | 15%[76.3 µM]
CN(CC(=O)N1CCC(C(N)=O)CC1)S(=O)(=O)c1ccc2ccccc2c1 | 6% | -11%[76.3 µM]
CCOc1ccc(/C=C(\C)C(=O)c2c(C)cc(C)[nH]c2=O)cc1 | 1% | -3%[76.3 µM]
COc1ccc(OCC(O)CN2CCN(CC(O)COc3ccc(OC)cc3)CC2)cc1 (stereo unspecified) | 0% | 3%[76.3 µM]
O=C(O)c1cccc(CSc2nnc(-c3ccc(Cl)cc3)o2)c1 | 1% | 4%[76.3 µM]
Cc1ccc2c(c1)N(C(=O)CCC(=O)N1CCOCC1)CC(C)O2 (stereo unspecified) | -1% | 3%[76.3 µM]
CCCOc1ccc(/C=C/C(=O)N2CCOCC2)cc1 | -2% | 2%[76.3 µM]
CC(NC(=O)c1cc2ccccc2oc1=O)c1ccccc1 (stereo unspecified) | 1% | -1%[76.3 µM]
COc1ccc(Cl)cc1NC(=O)CCS(=O)(=O)c1cc2c(cc1C)NC(=O)CO2 | 1% | -10%[76.3 µM]
Cc1cc(OC(=O)c2cc([N+](=O)[O-])ccc2Cl)c([N+](=O)[O-])c(=O)[nH]1 | 3% | 6%[76.3 µM]
COc1ccc(-c2nn(-c3ccccc3)cc2C(=O)O)cc1N | -1% | -15%[76.3 µM]
O=C(NC1CCCN(CCc2ccccc2)C1)c1c(F)cccc1F (stereo unspecified) | 5% | 8%[76.3 µM]
O=C(O)c1cc2cc(Oc3ccccc3)ccc2[nH]1 | 8% | -12%[76.3 µM]
Cc1cccc(Cl)c1OCCCn1ccnc1 | -3% | 4%[76.3 µM]
O=Cc1ccc(Oc2nc(Cl)ncc2F)cc1 | -3% | 20%[76.3 µM]
O=S(=O)(Nc1ccc(Cl)cn1)c1ccc(F)cc1 | -3% | -8%[76.3 µM]
COc1cc(/C=C/C(=O)N2CCc3ccccc3C2)cc(OC)c1OC | -3% | -10%[76.3 µM]
CNC(=O)CSc1nc2ccccc2c(=O)n1CCc1ccccc1 | 2% | -8%[76.3 µM]

Sorted by SMILES length (rising): part of the list above
SMILES | L3MBTL1 inh | GAA glycogen
CCCOc1ccc(/C=C/C(=O)N2CCOCC2)cc1 | -2% | 2%[76.3 µM]
CNC(=O)CSc1nc2ccccc2c(=O)n1CCc1ccccc1 | 2% | -8%[76.3 µM]
CC(NC(=O)C12CC3CC(C)(CC(C)(C3)C1)C2)c1ccncc1 (stereo unspecified) | -5% | 2%[76.3 µM]
CCOc1ccc(/C=C(\C)C(=O)c2c(C)cc(C)[nH]c2=O)cc1 | 1% | -3%[76.3 µM]

The listing continues.
SMILES | L3MBTL1 inh | GAA glycogen
COc1cccc(C(=O)NCc2ccc3c(c2)OCO3)c1OC | -3% | -2%[76.3 µM]
COc1cc(CN2CCN(Cc3ccc(C(F)(F)F)cc3)CC2)cc(OC)c1OC | -5%[2.29 µM] | 7%[76.3 µM]
Oc1ccc(Cl)cc1CNc1cnc2ccccc2c1 | 0% | -2%[76.3 µM]
OCC[C@@H]1C[C@H](O)[C@@H](O)[C@@]2(Cc3ccccc3O2)O1 | 0% | 19%[76.3 µM]
COc1ccc(NC(=O)CSc2nnnn2-c2ccccc2F)cc1 | 6% | 15%[76.3 µM]
COc1ccc(Cc2nc3ccc(C(=O)N(C)CCO)cc3o2)cc1 | -5% | 0%[76.3 µM]
CCNC(=S)N1CCN(c2nc(CC)nc3sc4c(c23)CCCC4)CC1 | -2% | -1%[76.3 µM]
O=C1CSC(=Nc2cccc(C(=O)O)c2)N1 | -14% | -8%[76.3 µM]
CCN(CC)S(=O)(=O)c1ccc(C(=O)NN(C)C2=NS(=O)(=O)c3ccccc32)cc1 | 3%[2.29 µM] | -12%[76.3 µM]
CC(=O)N1CCN(c2ccc(NC(=O)c3ccccc3)cc2)CC1 | -2% | -4%[76.3 µM]
Cc1ccc(CNS(=O)(=O)c2ccc([N+](=O)[O-])cc2)cc1 | -1%[2.29 µM] | -9%[76.3 µM]
CN1CCN(C(=O)/C=C/c2ccccc2)CC1 | 6% | -3%[76.3 µM]
COc1ccc(C2CC(=O)C(C=NCC(C)C)=C(O)C2)cc1 (stereo unspecified) | 2% | 12%[76.3 µM]
O=C(Nc1ccccc1C(=O)O)c1cccc(NC(=O)c2ccco2)c1 | 36%[activator] | -8%[76.3 µM]
Cc1cccc(/C=N/NC(=O)Cc2ccc(Cl)cc2)c1O | 0% | -2%[76.3 µM]
O=C(/C=C/c1ccccc1[N+](=O)[O-])N1CCc2ccccc2C1 | -1% | -14%[76.3 µM]
CCCNC(=S)N1CCC(C(=O)c2ccc(Cl)cc2)CC1 | -10% | 5%[76.3 µM]
CN(C)CCCn1c(SCc2c(Cl)cccc2Cl)nnc1-c1ccncc1 | 0% | -8%[3.05 µM]
COc1ccccc1OCC(=O)Nc1ccncc1 | -2% | 3%[76.3 µM]
c1cc2cc(-c3c(-c4ccc5c(c4)OCO5)noc3-c3ccsc3)ccc2[nH]1 | -7% | 8%[76.3 µM]
Cc1ccc(CNC(=O)Cc2ccc(Br)cc2)cc1 | 2% | 18%[76.3 µM]

Screening results from PubChem.
